aSyn UTR inh: 5' untranslated region of α-synuclein, MLPCN primary screen; alpha-synuclein 5'UTR reporter, inhibitor activity; inhibition, % (tested at 7.5 µM); 0.82% of 300,000 active; AID 1813; in the data active = inhibition above about 60%; inconclusive = no clear call, values can overlap the other calls;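 note: H4 neuroglioblastoma cells stably carrying SNCA 5'UTR luciferase fusion; 0% = DMSO wells and 100% = positive control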
AI-2 QS modul: Vibrio harveyi AI-2 quorum sensing modulation; Vibrio harveyi JMH597 AI-2 luminescence/OD600 ratio, 9 h; stronger effect = lower value; strain lacks LuxN and CqsS sensors; 0 = neutral-control median; activity change, % at 7.5 µM; 0.4% of 300,000 active; AID 2094; in the data active = activity change below about -75%, passing the limit was not always enough; inconclusive = no clear call, values can overlap the other calls;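 note: luminescence divided by OD600 gain over 9 h not by final OD600 alone; inactives centre near 13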
KLF5 inhibitor: inhibitors of KLF5 expression. 0.23% of 290,000 active. DLD-1 KLF5 promoter-luciferase reporter, luminescence. inhibition, % at 5 µM. AID 1700;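 active = inhibition above a per-plate limit of that plate's mean compound inhibition plus 3 SD, cut at about 60% in these data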;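 note: 0% = DMSO wells and 100% = LY294002 at 200 µM; higher means less KLF5 promoter-driven luciferase light; inactives centre near -14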
HSF1 inhib: HSF1 inhibition; NIH3T3-HGL HSE-luciferase, MG132-induced, luminescence 8 h; stronger effect = lower value; activity change, negative = inhibition, % at 7.5 µM (by protocol); 0.77% of 300,000 active; AID 2098;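 active = more than half of replicate wells show activity change below -50%, luminescence cut by over half; inconclusive = some wells, but at most half, below -50%; inactive = no replicate well below -50%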;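 note: luciferase reports HSF-1 transcriptional activity via heat shock element; 0% = median of DMSO wells and -100% = zero luminescence signal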
Platelet DG rel: platelet dense granule release activity. human platelet-rich plasma, SFLLRN dense granule ATP release, luminescence. inhibition, %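 (compounds screened at 7.5 µM in platelet-rich plasma)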. 0.22% of 300,000 active. AID 1663;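 active = mean replicate score, as percent of positive control, at or above 50; inconclusive = mean below 50 but at least one replicate at or above 50; inactive = mean and every replicate below 50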
HIF act: HIF pathway transcriptional activation; activation, % at 7.5 µM (by protocol); 0.32% of 300,000 active; AID 1910; U2OS HRE-luciferase reporter, luminescence; normalized: DMSO 0%, desferrioxamine 100%;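 active = mean activation of at least 10% of the iron chelator positive control signal, with at least half of replicates also reaching 10%; inconclusive = mean and replicate majority disagree about reaching 10%; inactive = mean and most replicates under 10%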
IEC-6 tox: counter-screen for KLF5 inhibitors: cytotoxicity in IEC-6 cells | inhibition, % at 5 µM | 0.78% of 290,000 active | IEC-6 cytotoxicity, luminescence viability; in the data active = inhibition above about 22%;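 note: 0% = plate median of test compound wells and 100% = cytotoxic reference compound wells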
HSP90 inh: HSP90 refolding inhibition in rabbit reticulocyte lysate. 0.91% of 290,000 active. luciferase refolding luminescence, 3 h. inhibition, % at 5.6 µM. AID 1789;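 active = inhibition above the screen-wide mean plus 3 SD, computed separately per campaign, cut at about 16% in these data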;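 note: 0% = DMSO wells and 100% = 60 µM geldanamycin wells; inhibitors lower the luminescence because luciferase stays unfolded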
HDAC3 inhib: blocks human histone deacetylase 3 | recombinant HDAC3, fluorogenic peptide/trypsin coupled, fluorescence | inhibition, % at 8.3 µM | 0.15% of 320,000 active | AID 2718; in the data active = inhibition above about 26%, passing the limit was not always enough; inconclusive = no clear call, values can overlap the other calls
Target sequence (O15379 whole entry, looked up): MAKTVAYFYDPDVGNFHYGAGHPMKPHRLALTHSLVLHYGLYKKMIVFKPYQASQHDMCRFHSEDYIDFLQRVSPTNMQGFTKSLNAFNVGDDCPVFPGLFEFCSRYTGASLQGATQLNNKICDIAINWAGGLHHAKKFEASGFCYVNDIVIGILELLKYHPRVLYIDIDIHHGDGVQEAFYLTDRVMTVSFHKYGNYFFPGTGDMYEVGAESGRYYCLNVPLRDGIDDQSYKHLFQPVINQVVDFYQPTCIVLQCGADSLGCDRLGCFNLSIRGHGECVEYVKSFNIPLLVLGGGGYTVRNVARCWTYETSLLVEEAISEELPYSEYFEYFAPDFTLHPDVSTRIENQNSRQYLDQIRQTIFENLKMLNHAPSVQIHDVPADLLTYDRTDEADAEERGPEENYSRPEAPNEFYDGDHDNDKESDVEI
HSF-1 act: increases HSF-1 driven luciferase reporter signal; AID 504408; 1.7% of 300,000 active; activation, % at 9 µM; NIH3T3-HGL HSF-1 luciferase reporter, MG132, 8 h; 100% = twice DMSO control signal;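 active = mean replicate activation of at least 50% with a set share of replicates each reaching 50%; inconclusive = only one of those two conditions met; inactive = mean below 50% and too few replicates reaching it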;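 note: 0% = median of the neutral control wells and 100% = twice that signal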
The depositor's hits bear a star; ? = inconclusive; · = not tested or not shown.

| molecule | aSyn UTR inh | AI-2 QS modul | KLF5 inhibitor | HSF1 inhib | Platelet DG rel | HIF act | IEC-6 tox | HSP90 inh | HDAC3 inhib | HSF-1 act |
| --- | --- | --- | --- | --- | --- | --- | --- | --- | --- | --- |
| CCCCCC/C=N/Nc1nnc(Cc2ccc(OC)c(OC)c2)c(=O)[nH]1 | 12 | 4 | -14 | -6 | 1 | 0.3 | -1 | 7 | -4 | -5 |
| CC(C)NC(=O)C1CCCN(S(=O)(=O)c2ccc(-n3cnnn3)cc2)C1 (stereo unspecified) | 2 | 3 | -23 | -9 | -9 | 0.0 | -1 | -1 | -10 | -2 |
| O=C(CSc1ccc(-c2ccco2)nn1)c1ccccc1 | -88 | -2 | -27 | 9 | ? | 0.0 | -8 | 0 | 0 | 7 |
| CS(=O)(=O)N(Cc1ccco1)CC(O)Cn1cc(C=O)c2ccccc21 (stereo unspecified) | 6 | 20 | -32 | -1 | -16 | -0.1 | 1 | -4 | -1 | -9 |
| COc1cc2c(OC(C)=O)c3c(c(-c4ccc5c(c4)OCO5)c2cc1OC)C(=O)OC3 | 113* | 60 | -3 | -12 | -3 | -0.1 | 6 | -6 | 1 | -12 |
| O=C(c1ccncc1)c1ccc(N2CCN(C3CC(=O)N(Cc4ccccc4)C3=O)CC2)cc1 (stereo unspecified) | 7 | 19 | -24 | -7 | 7 | -0.1 | -3 | 10 | -5 | -13 |
| COC(=O)Cc1[nH]c(=S)[nH]c1C(=O)OC | -16 | 25 | -35 | -6 | -1 | 0.0 | -7 | 0 | 8 | 7 |
| Cc1cccc(NC(=O)CCS(=O)(=O)c2cccc3nonc23)c1C | -27 | 6 | -2 | -4 | -8 | -6.5 | -8 | -4 | 7 | 4 |
| O=C(c1ccc(F)cc1)N1CCN(C2CC3CCC2C3)CC1 (stereo unspecified) | 6 | 13 | 10 | -2 | -2 | -0.7 | -2 | -2 | 1 | 0 |
| CCOc1cc(C(=O)NCC(C)(C)CNC(=O)c2cc(OCC)c(OCC)c(OCC)c2)cc(OCC)c1OCC | 6 | 9 | · | 5 | 6 | 0.3 | · | · | ? | 21 |
| COc1ccc(CNC(=O)COC(=O)/C=C/c2cccs2)cc1 | 4 | 26 | -2 | 10 | -8 | -0.3 | 0 | 2 | -2 | -1 |
| Cc1ccc(/C=C/C(=O)Nc2nnc(C)s2)o1 | -30 | 49 | 9 | 5 | 0 | 0.7 | 4 | -3 | 1 | 16 |
| Cc1ccc(NC(=O)CCCn2nc(C)c3c(C)n(-c4ccccc4)nc3c2=O)cc1C | 29 | -5 | 0 | -13 | 3 | -0.2 | 6 | 3 | 2 | -31 |
| COc1ccc(-c2ccc(=O)n(CC(=O)NC3CCc4ccccc43)n2)cc1OC (stereo unspecified) | 9 | 6 | -77 | -10 | 4 | -0.3 | 3 | 1 | ? | -20 |
| COc1cccc(NS(=O)(=O)c2csc(C(N)=O)c2)c1 | -9 | 9 | -47 | 0 | -5 | 0.7 | -1 | 2 | 2 | -5 |
| CCOC(=O)C1CCCN(C(=O)Cc2ccc(Cl)cc2)C1 (stereo unspecified) | 12 | 11 | 4 | 9 | -4 | -0.2 | -4 | 10 | 3 | 5 |
| O=C(CSCc1ccc(Br)cc1)N1CCCC1 | -30 | 16 | -25 | 15 | -1 | 0.4 | 3 | -4 | 0 | 57* |
| Cc1cccc(CC(=O)N2CCCC2)c1 | -3 | 17 | -22 | 8 | 6 | -1.7 | -3 | -5 | 1 | 13 |
| CC(=O)N[C@@H]1[C@@H](O)[C@@H]2OC(c3ccccc3)OC[C@H]2O[C@@H]1N=[N+]=[N-] (stereo partly specified) | 2 | 27 | -7 | 0 | 7 | -1.0 | -1 | -1 | 0 | 14 |
| CCN(Cc1cc(=O)n2cc(Cl)c(C)c(Cl)c2n1)Cc1nc2ccccc2c(=O)[nH]1 | -1 | 25 | -9 | 8 | 5 | 0.0 | -6 | -3 | 0 | 21 |
| Cc1csc(C(C)NC(=O)c2ccc(OC3CCN(CCc4ccccc4)CC3)cc2)n1 (stereo unspecified) | 5 | 12 | -22 | -6 | -7 | -0.3 | 0 | 0 | -3 | -19 |
| CCN=C1S/C(=C\c2cc(Cl)c(OC)c(OC)c2)C(=O)N1CC | 39 | 24 | -3 | -21 | 4 | -0.2 | 0 | -2 | 0 | -37 |
| CCCCN(C)CC(O)Cn1cc(/C=C/C(=O)c2cccs2)c2ccccc21 (stereo unspecified) | -59 | 0 | -21 | 26 | -4 | 0.5 | 0 | -4 | 3 | 37 |
| C=CCNc1nc(C(=O)OCC)nc2ccccc12 | 1 | 28 | 3 | 9 | 2 | 0.0 | -4 | -5 | 2 | 36 |
| COc1cc(Cl)c(C)cc1NC(=O)CCCn1c(=O)oc2ccccc21 | 22 | 12 | -23 | · | -2 | · | 6 | -1 | · | · |
| Cc1ccc(C)c(-n2cc(CNCCc3cnccn3)c(-c3ccccc3)n2)c1 | 1 | 11 | -2 | 3 | -13 | 0.0 | 4 | 1 | 0 | -4 |
| CN(CCCNC(=O)C1CCN(S(=O)(=O)N2CCC3(CC2)OCCO3)CC1)Cc1ccccc1 | -9 | 1 | -10 | -25 | 0 | 0.0 | 0 | 1 | -1 | -37 |
| CC(=O)N1N=C(c2ccc(C)o2)CC1c1ccc(F)cc1 (stereo unspecified) | -15 | 13 | -20 | 1 | 9 | 0.0 | -2 | -3 | 5 | 2 |
| CCCCCCc1cc2cc(-c3nnc(-c4ccccc4O)o3)c(=O)oc2cc1O | -20 | 36 | 8 | -6 | -3 | -0.2 | 0 | -1 | -3 | -14 |
| C/C(=N/NC(=O)c1ccncc1)C1=C(O)CC(C)(C)CC1=O | -1 | 10 | 0 | -5 | 2 | 1.1 | 8 | 1 | -3 | 2 |
| COc1cc(C(=O)N/N=C/c2ccc(OC(=O)N3CCOCC3)cc2)cc(OC)c1OC | 7 | 22 | -12 | -1 | 0 | 0.6 | 9 | 1 | 1 | 12 |
| Cc1cc(C(=O)COC(=O)c2ccc(Cl)c(S(N)(=O)=O)c2)c(C)n1C1CC1 | -143 | 24 | · | 30 | 9 | 2.8 | · | · | -8 | 39 |
| O=[N+]([O-])c1ccc2cn(-c3ccccc3)nc2c1 | -200 | 25 | -134 | 34 | 1 | 3.1 | 0 | 1 | -4 | 44 |
| CCCc1cc(NCCCn2ccnc2)n2nc(C)c(-c3ccccc3)c2n1 | 7 | 6 | -5 | 8 | -2 | 0.0 | 5 | 6 | 13 | 7 |
| COc1ccc(NC(=O)COc2ccc(/C=N/n3c(C)nnc3C)cc2OC)cc1 | -91 | 9 | -23 | 11 | 5 | 0.5 | -7 | -6 | 6 | -2 |
| O=C(Nc1cccc(S(=O)(=O)NC2=NCCCCC2)c1)c1cc(-c2ccccc2)nc2ccccc12 | -11 | 13 | -7 | -3 | -8 | -0.2 | 9 | 3 | 9 | 17 |
| CCc1ccc(-c2cc(C)no2)cc1S(=O)(=O)Nc1ccc(Cl)cn1 | -17 | 16 | -22 | 0 | 2 | -0.5 | 7 | -2 | 0 | 10 |
| O=C(COC(=O)CNS(=O)(=O)c1ccc(F)c(F)c1F)NC1CCCC1 | -2 | 31 | · | 3 | 2 | -0.5 | · | · | 2 | -12 |
| COc1ccc(/C(C)=N/Nc2cc(C(F)(F)F)ccc2Cl)c(OC)c1 | 10 | -4 | 29 | -2 | -2 | -0.3 | 3 | -2 | 5 | 7 |
| CCOc1cccc(C(=O)NNC(=O)C2C3C=CC(C3)C2C(=O)O)c1 (stereo unspecified) | -9 | 12 | -34 | -2 | -4 | 0.9 | 12 | 2 | -10 | -13 |
| COC(=O)c1ccc(-c2noc(CN(Cc3ccncc3)CC3CCCO3)n2)cc1 (stereo unspecified) | -15 | 9 | -7 | 1 | 0 | -0.3 | 5 | -3 | -2 | 0 |
| CC(=O)NC12CC3CC(C1)CC(C(=O)OCC(=O)c1ccc4c(c1)OCCO4)(C3)C2 | -134 | 20 | -132 | 6 | 3 | -0.6 | 4 | 4 | 0 | 15 |
| O=C1CCCCN1CCCC(=O)N1CCCC(Nc2ccc(F)c(F)c2)C1 (stereo unspecified) | 3 | -3 | 5 | -9 | -5 | -0.2 | -2 | 1 | -1 | -21 |
| O=c1oc(Cc2ccccc2)nc2ccccc12 | -15 | 2 | -57 | 5 | -2 | 1.0 | -5 | -3 | -6 | 15 |
| CSc1ncc(Cl)c(C(=O)Nc2ccccc2Br)n1 | -3 | 27 | -4 | -26 | 10 | -2.0 | 4 | -6 | -3 | -16 |
| CCOc1cc(C(=S)N2CCCC2)ccc1OC(=O)Cc1ccc(F)cc1 | -38 | 18 | -14 | 0 | -1 | -0.2 | 0 | 6 | 0 | 7 |
| O=C1S/C(=C/c2ccccc2)C(=O)N1CC(O)Cn1c2ccccc2c2ccccc21 (stereo unspecified) | -18 | 19 | -13 | -2 | -2 | -0.5 | 0 | 0 | 7 | 7 |
| CCc1c(C)nc(SC)n(CC#N)c1=O | 11 | 12 | -29 | 1 | 0 | -1.0 | -2 | 4 | -4 | -1 |
| COc1cc(OC)c(/C=N/N2CCN(c3ccccc3OC)CC2)c(OC)c1 | 6 | 16 | -4 | -1 | · | 1.0 | 2 | -3 | 1 | -1 |
| COc1cccc(CN2C(=O)c3ccccc3C2C(=O)NCC2CCCO2)c1 (stereo unspecified) | -13 | 42 | -3 | -8 | 3 | 0.4 | 4 | 3 | 6 | 3 |
| Cc1cc(S(=O)(=O)N2CCCC(C)C2)ccc1-n1cnnn1 (stereo unspecified) | -9 | 13 | 19 | 0 | 9 | -0.2 | 6 | -4 | -5 | -20 |
| CCC(C)(C)n1nnnc1C(c1cccc(C#N)c1)N1CCN(c2cccc(C)c2C)CC1 (stereo unspecified) | 28 | 20 | -22 | -5 | 7 | · | -2 | 2 | 10 | 2 |
| COc1ccc(OC)c(C2SCCN2S(C)(=O)=O)c1 (stereo unspecified) | -24 | 15 | -29 | 7 | -3 | 0.0 | -2 | -1 | 6 | 49 |
| COc1cc(CCC(=O)Nc2ccncc2Cl)cc(OC)c1OC | -5 | 10 | -21 | -7 | 11 | -0.6 | -13 | -5 | -3 | -4 |
| CCc1ccc(NCc2ccc(OC)c(Cn3ccnc3)c2)cc1 | -28 | -32 | -46 | -3 | -1 | 0.4 | 7 | 1 | -2 | -11 |
| N/C(=N\OC(=O)c1cc(Cl)ccc1Cl)c1ccccn1 | -122 | 5 | 2 | 7 | 7 | -1.4 | 6 | 15 | -1 | 5 |
| COc1ccccc1C(=O)N1CCN=C1c1ccccc1 | 18 | 11 | -9 | -6 | 2 | 0.3 | -1 | 3 | -7 | 10 |
| CC(/C=N/NC(=O)c1ccccc1F)c1ccccc1 (stereo unspecified) | 0 | 9 | -105 | 6 | 13 | 1.0 | 2 | 2 | -3 | -1 |
| CCc1nn(-c2ccccc2)c(N)c1C#N | -19 | 0 | -25 | -2 | -10 | -0.1 | -4 | -1 | -5 | -8 |

High-throughput results as filed in PubChem BioAssay.
